# PLK1 PBD block: qHTS for Inhibitors of PLK1-PDB (polo-like kinase 1 - polo-box domain): Primary Screen. Serine/threonine-protein kinase PLK1 (Homo sapiens), P53350. Plk1 PBD binding of FITC phosphopeptide, fluorescence polarization. Potency, µM, for the others: max response, negative = inhibition, hits mostly inhibitors. 360,000 tested, 2.8% active; further: potency means the concentration at half of the fitted maximal effect; series mostly up to about 57 µM; on the % scale 0 is the no-effect control and ±100 the full control effect; nearly all actives have a fitted effect of over 65% in size
# Target sequence (P53350 whole entry, looked up, the tested form may be a part): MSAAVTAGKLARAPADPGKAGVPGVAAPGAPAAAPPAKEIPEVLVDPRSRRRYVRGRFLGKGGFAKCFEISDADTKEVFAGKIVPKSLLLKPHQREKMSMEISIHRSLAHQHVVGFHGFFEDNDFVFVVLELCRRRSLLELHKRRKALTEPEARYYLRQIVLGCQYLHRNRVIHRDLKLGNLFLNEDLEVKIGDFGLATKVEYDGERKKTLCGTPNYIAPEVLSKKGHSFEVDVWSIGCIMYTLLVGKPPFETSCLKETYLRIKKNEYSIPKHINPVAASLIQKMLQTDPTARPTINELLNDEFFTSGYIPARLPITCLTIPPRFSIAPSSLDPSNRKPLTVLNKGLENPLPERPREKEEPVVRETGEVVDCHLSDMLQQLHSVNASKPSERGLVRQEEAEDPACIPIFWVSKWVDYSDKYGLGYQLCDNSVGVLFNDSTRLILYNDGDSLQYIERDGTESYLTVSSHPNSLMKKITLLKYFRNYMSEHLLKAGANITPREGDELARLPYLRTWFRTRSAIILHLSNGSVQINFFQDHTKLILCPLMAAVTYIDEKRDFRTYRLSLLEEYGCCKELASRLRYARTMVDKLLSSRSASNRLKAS
# EPAC1 antag: qHTS for Antagonist of cAMP-regulated guanine nucleotide exchange factor 3 (EPAC1): primary screen | Rap guanine nucleotide exchange factor 3 (Homo sapiens), O95398 | EPAC1 GEF assay, Rap1b-BODIPY-GDP exchange fluorescence | AID 720709, 2013 | 360,000 tested, 0.14% active | Potency, µM (series often up to 115 µM), without a hit: at the top dose activity change, negative = inhibition, usual class: inhibitors;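 further: potency means the concentration at half of the fitted maximal effect; plate controls were vehicle for no effect and positive control for full effect; nearly all actives have a fitted effect of over 50% in size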
# IL2 activator: qHTS of IL-2 Activators | AID 652025, 2013 | 360,000 tested, 0.065% active | activation, % (series mostly up to about 46 µM) | IL-2 activation reporter assay, cell-based qHTS; stimulated with anti-CD3/CD4/CD28 beads; in transgenic mouse T cells; in the data active means activation above about 50%; inconclusive means mostly about 30% to 49%; further: 0% is about no effect
#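 Unstimulated transgenic mouse T cells preincubated 60 min with compound, then stimulated with anti-CD3/anti-CD4-coated beads plus anti-CD28 for 18 h at 37 degrees C. IL-2 response read as EGFP and DsRed fluorescence by plate cytometry.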
# WRN helicase inh: qHTS for Inhibitors of WRN Helicase | Bifunctional 3'-5' exonuclease/ATP-dependent helicase WRN (Homo sapiens), Q14191 | WRN helicase unwinding, fluorescent forked duplex, kinetic | Potency, µM (top dose mostly 114 µM), for inactives: at the top dose activity change, negative = inhibition, hits mostly inhibitors | 360,000 tested, 0.46% active; further: potency means the concentration at half of the fitted maximal effect; on the % scale 0 is the no-effect control and ±100 the full control effect; nearly all actives have a fitted effect of over 55% in size
#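 Screening of the MLSMR collection measured strand separation of a quenched forked DNA duplex (100 nM) by 20 nM WRN with 2 mM ATP, all final. Compounds were preincubated with enzyme 15 min at room temperature.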
# aSyn rescue: qHTS of alpha-syn Inhibitors; 370,000 tested, 0.14% active; Potency, µM (top dose mostly 46.1 µM), for the others: at the highest dose growth rescue (activation), actives largely listed as activators; Yeast expressing alpha-synuclein, growth rescue, BacTiter-Glo, 24 h; further: potency means the concentration at half of the fitted maximal effect; % of control where 0% means no effect; nearly all actives have a fitted effect of over 65% in size
#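 Screening used galactose-induced yeast with toxic alpha-synuclein levels, exposed to compound for 24 hr at 30 deg C. Cell growth, read with BacTiter-Glo luminescence, gave the measured signal.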
# Abeta yeast res: qHTS for compounds that reverse cellular toxicity of Amyloid beta (A-beta) peptide in yeast: Primary Screen. Potency, µM (series often up to 46.1 µM), without a hit: at the highest dose growth rescue, actives largely listed as activators. 410,000 tested, 0.063% active. AID 1347071, 2019. yeast expressing A-beta42, growth rescue, OD600, 48 h; response scale: 0% DMSO, 100% iron-clioquinol control; further: potency means the concentration at half of the fitted maximal effect; nearly all actives have a fitted effect of over 55% in size
#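 Yeast A-beta toxicity model in growth medium with pinned compounds, 48 h at 30 C; growth read as absorbance at 600 nm. Normalized to FeCl3/clioquinol equimolar mix (positive) and DMSO (negative).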
# EPAC1 agonist: qHTS for Agonist of cAMP-regulated guanine nucleotide exchange factor 3 (EPAC1): primary screen; Rap guanine nucleotide exchange factor 3 (Homo sapiens), O95398; EPAC1 agonist qHTS, biochemical assay; response scale: 100% = response to 6.5 mM cAMP; Potency, µM (titrated, usually from 154 µM), for the others: at the highest dose activation, usual class: activators; 360,000 tested, 0.073% active; further: potency means the concentration at half of the fitted maximal effect; nearly all actives have a fitted effect of over 60% in size
#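 Nucleotide exchange assay: 100 nM EPAC1 with 250 nM Rap1B loaded with BODIPY-GDP and 50 uM GDP, room temperature. Fluorescence (480/540 nm) read every 5 min for 30 min; signal change normalized to 6.5 mM cAMP as full agonist.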
# FUS suppressor: qHTS for Suppressors of FUS Proteinopathy: Primary screen using FUS-linked yeast assay; Potency, µM (doses to about 76.6 µM), for inactives: at the highest dose growth rescue (activation), actives largely listed as activators; S. cerevisiae FUS-expressing, growth rescue, OD600, 24 h; 390,000 tested, 0.24% active;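 further: potency means the concentration at half of the fitted maximal effect; plate controls were DMSO vehicle for no effect and reference control for full effect; nearly all actives have a fitted effect of over 55% in size; some results filed as inactive show a strong effect at the top dose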
#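 FUS-expressing yeast, raffinose-pregrown, induced in 2% galactose minimal medium at OD 0.005; compounds in a dilution series, 24hr at 30C. Growth restoration read as absorbance at 600 nm. CP55940 positive control, DMSO negative.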
# PI5P4Ka inh: qHTS for Inhibitors of phosphatidylinositol 5-phosphate 4-kinase (PI5P4K) | 330,000 tested, 1.2% active | PI5P4Kalpha enzyme, ADP-Glo luminescence, 60 min; stronger effect = lower value | AID 652105, 2013 | max response, %; active means max response of -50% or lower; inconclusive means between -30% and -50%; inactive means -30% or higher; further: value at the top dose of about 77 µM; on the % scale 0 is the no-effect control and ±100 the full control effect
# Target sequence (P48426 whole entry, looked up): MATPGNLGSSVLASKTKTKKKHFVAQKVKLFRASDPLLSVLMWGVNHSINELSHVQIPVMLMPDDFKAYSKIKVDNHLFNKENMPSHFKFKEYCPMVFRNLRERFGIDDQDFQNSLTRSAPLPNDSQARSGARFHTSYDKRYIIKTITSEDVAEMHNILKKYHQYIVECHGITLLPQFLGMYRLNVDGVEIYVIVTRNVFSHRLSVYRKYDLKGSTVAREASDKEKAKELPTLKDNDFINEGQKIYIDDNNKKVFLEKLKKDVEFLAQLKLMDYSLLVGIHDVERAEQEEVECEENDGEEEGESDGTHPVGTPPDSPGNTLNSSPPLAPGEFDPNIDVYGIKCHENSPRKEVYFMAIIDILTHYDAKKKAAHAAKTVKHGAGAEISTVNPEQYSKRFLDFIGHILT
#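 Quantitative HTS of the MLSMR library against PI5P4Kalpha with substrate. ATP added last at 5 microM final; room temperature, 60 minutes. Remaining ATP depleted, ADP converted and read as luminescence.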
# Starred values were filed as active, the others as inactive; ? = inconclusive; nt = no result given; [ ] = remark or other dose. Unless noted, the call rests on the fitted dose curve; in most records, active means well fitted curve in the direction sought with a large enough effect; inconclusive means small, poorly fitted or top-dose-only effect, or another doubt; inactive means no such curve, though single readings can be large; an effect the other way counts as inactive or inconclusive.
SMILES,PLK1 PBD block,EPAC1 antag,IL2 activator,WRN helicase inh,aSyn rescue,Abeta yeast res,EPAC1 agonist,FUS suppressor,PI5P4Ka inh
CC(CCc1ccccc1)NC(=O)c1ccc(NC(=O)c2ccc(Cl)cc2Cl)cc1 (stereo not drawn),-3%,-11%,7.9,-2%,0%,1%,-6%,22%,3
Cc1ccc(NC(=O)C2(C)CCN2C(=O)Cc2cc(F)ccc2F)cc1 (stereo not drawn),-4%,-1%,1.2,-4%,7%,-2%,-4%,-7%,6
O=C(Nc1cccc(Cl)c1N1CCCC1)c1cccc(-c2cc3ccccc3oc2=O)c1,-9%,4%,-0.1,4%,4%,-1%,8%,30%,nt
CCN(CC)c1ccc(CC(=O)NC(C)Cc2ccccc2)cc1 (stereo not drawn),-1%,11%,-0.7,-2%,-12%,5%,-16%,13%,2
COc1cc(Cl)ccc1OCc1cc(C(=O)NC2CCc3ccccc32)no1 (stereo not drawn),-7%,11%,-5.2,?,2%,6%,-9%,0%,2
COc1ccc(/C(=N\Nc2ccccc2C(=O)O)c2ccccc2)cc1,?,-14%,-0.5,-12%,-64%[inhibitor],-89%[inhibitor],11%,29%,-10
Cc1cccc(-c2nc(CN3CCCC(C(=O)NC4CCCCC4)C3)c(C)o2)c1 (stereo not drawn),1%,7%,0.0,2%,3%,1%,4%,21%,nt
CCOC(=O)c1c(CSc2ccc(C)cc2)n(C)c2cc(Br)c(O)c(CN(C)C)c12,-1%,-8%,0.4,-10%,-6%,-7%,19%,40%,2
CC(=O)c1cccc(NC(=O)c2cc(Cl)sc2Cl)c1,-10%,1%,-3.1,4%,-19%,10%,0%,-14%,-3
CC[C@]1(O)CC2CN(CCc3c([nH]c4ccccc34)[C@@](C(=O)OC)(c3cc4c(cc3OC)N(C=O)[C@H]3[C@@](O)(C(=O)OC)[C@H](OC(C)=O)[C@]5(CC)C=CCN6CC[C@]43[C@@H]65)C2)C1 (stereo partly drawn),-11%,7%,-0.6,2%,2%,-11%,-18%,2%,3
C=CCn1nnnc1SCC(=O)Nc1ccc(OC)cc1,-2%,7%,2.1,-1%,-1%,10%,7%,29%,1
COC(=O)C1=C(C)Nc2c(c(=O)n(C)c(=O)n2C)C1c1ccncc1 (stereo not drawn),-16%,-2%,-0.1,-2%,-5%,8%,3%,nt,-8
Cc1[nH]nc(Nc2ccc(C(C)C)cc2)c1[N+](=O)[O-],-7%,22%,-5.0,-5%,-10%,2%,-2%,-20%,22
C=CCN(c1ccccc1)S(=O)(=O)c1cc(C(=O)NC2=NCCS2)ccc1Cl,-12%,1%,0.9,-12%,-7%,5%,13%,1%,1
O=C(NCc1ccc(Cl)nc1)c1csc([C@@H]2C[C@H](O)[C@@H](CO)O2)n1,-10%,-17%,-0.1,6%,-7%,-9%,-14%,-5%,0
Nc1nc(SCC(=O)c2cccs2)n[nH]1,-15%,3%,-3.5,-13%,-3%,2%,5%,3%,-1
Fc1ccc(-c2cc(-c3ccccc3)nc(-n3cccn3)n2)cc1,-6%,6%,-2.9,-5%,12%,?,4%,-3%,2
COC(=O)/C=c1\sc2ncnn2c1=O,?,13%,-0.6,-16%,3%,-8%,1%,-3%,1
COc1ccccc1-c1nnc(SCC(=O)Nc2ccc(N3CCOCC3)cc2)n1C,-7%,4%,-1.8,-2%,-22%,-17%,-3%,13%,0
CCCCN(C(=O)C1=NN(c2cc(C)ccc2C)C(=O)CC1)c1c(N)n(CCC)c(=O)[nH]c1=O,4%,12%,1.0,7%,2%,-4%,-5%,-2%,3

# Record cards (already shown). Order of screens: PLK1 PBD block	EPAC1 antag	IL2 activator	WRN helicase inh	aSyn rescue	Abeta yeast res	EPAC1 agonist	FUS suppressor	PI5P4Ka inh
# Listed for O=C(Nc1cccc(Cl)c1N1CCCC1)c1cccc(-c2cc3ccccc3oc2=O)c1 → -9%	4%	-0.1	4%	4%	-1%	8%	30%	nt
# Listed for CC(=O)c1cccc(NC(=O)c2cc(Cl)sc2Cl)c1 → -10%	1%	-3.1	4%	-19%	10%	0%	-14%	-3
# Listed for COc1cc(Cl)ccc1OCc1cc(C(=O)NC2CCc3ccccc32)no1 (stereo not drawn) → -7%	11%	-5.2	?	2%	6%	-9%	0%	2
# Listed for COc1ccccc1-c1nnc(SCC(=O)Nc2ccc(N3CCOCC3)cc2)n1C → -7%	4%	-1.8	-2%	-22%	-17%	-3%	13%	0
# Listed for CCCCN(C(=O)C1=NN(c2cc(C)ccc2C)C(=O)CC1)c1c(N)n(CCC)c(=O)[nH]c1=O → 4%	12%	1.0	7%	2%	-4%	-5%	-2%	3

# Later entries
SMILES,PLK1 PBD block,EPAC1 antag,IL2 activator,WRN helicase inh,aSyn rescue,Abeta yeast res,EPAC1 agonist,FUS suppressor,PI5P4Ka inh
COc1ccc2oc(C(=O)OCC(=O)NC(=O)NC(C)C)c(C)c2c1,-4%,-22%,1.1,-5%,nt,2%,0%,16%,0
O=C(NCC1CC1)c1cccs1,-6%,-2%,0.5,10%[57.1 µM],-2%,-18%,2%,-21%,0
O=C(COC(=O)COc1cccc(Br)c1)NCc1ccc2c(c1)OCO2,3%,-14%,0.4,-3%,2%,12%,-4%,8%,-17
CCOC(=O)CS(=O)(=O)c1ccc(C(F)(F)F)cn1,-1%,3%,-2.3,-1%,3%,9%[9.22 µM],-6%,-49%,1
Cc1ccc(/C=N/NC(=O)c2cc3c(s2)CCCC3)o1,-10%,-18%,0.4,0%,-5%,-29%,5%,-1%,-19
CCC1(C)Cc2ccccc2-c2nc(SCC(N)=O)[nH]c(=O)c21 (stereo not drawn),-10%,-19%,-0.3,-3%[57.1 µM],15%,-44%[inhibitor],-21%,11%,1
O=C(NCCN1CCOCC1)C(=O)NCC1CCCO1 (stereo not drawn),-3%,-7%,-0.2,7%,-3%,-2%,1%,nt,3
Cc1ccc(S(=O)(=O)Nc2cccc(-n3cnnn3)c2)cc1,1%,-19%,-0.1,-3%,-1%,6%,-11%,-6%,3
O=C(NC1CCCCC1)c1sc(N2CCOCC2)nc1-c1ccccc1,-7%,-9%,0.8,-1%,-9%,5%,7%,-22%,-4
CCCC1C2C(=O)N(c3ccccc3OC)C(=O)C2ON1c1ccccc1 (stereo not drawn),-8%,-8%,-2.3,9%,0%,14%,-6%,32%,9
O=C(NNC(=O)C1CC1)c1ccccc1[N+](=O)[O-],-8%,-23%,-1.0,7%,2%,11%,4%,0%,4
CCN(CC)C(=O)CN(C#N)c1nc(OC)nc(N(C)C)n1,-30%,-3%,0.9,-6%,-6%,9%,2%,-21%,-7
Cc1ccc(CNC(=O)C2CCCN(S(=O)(=O)c3cnc[nH]3)C2)cc1 (stereo not drawn),-18%,-8%,4.1,-2%,3%,2%,4%,-24%,-4
CC1(c2ccccc2)CC(C)(C)N(C(N)=O)c2ccccc21 (stereo not drawn),-11%,-28%,-0.6,-3%,2%,23%,6%,-7%,-3
Cc1ccc(N2CC(C(=O)OCC(=O)Nc3ccccc3C)CC2=O)cc1 (stereo not drawn),4%,-20%,0.4,-1%,8%,-9%,-8%,26%,-5
O=C(CCS(=O)(=O)c1ccc(Cl)cc1)Nc1nc(-c2cccnc2)cs1,-5%,3%,-1.8,3%,1%,16%,0%,5%,0
CC(C)(C)OC(=O)N1CCC[C@H]1c1nnc(SCc2c(Cl)cccc2Cl)o1,0%,-5%,-0.6,-3%,-1%,4%,6%,21%,11
CCC(=O)c1ccc(OCC(=O)N2CCN(c3ccccn3)CC2)cc1,-4%,0%,-3.3,-19%,-2%,3%,-5%,3%,-7
CCOc1ccc(CCNC(=O)c2[nH]c(C)c(C(C)=O)c2CC)cc1OCC,1%,0%,-1.5,-3%,1%,0%,-5%,14%,0
COCCNC(=O)CN1CCN(C(c2ccccc2)c2ccccc2)CC1,-10%,8%,-0.9,8%,7%,-6%,6%,-6%,nt
Cc1cc(C2=NNC(=NCc3ccccc3)SC2)c(C)n1-c1c(C)n(C)n(-c2ccccc2)c1=O,-14%,1%,-6.4,-12%[57.1 µM],7%,-4%,-1%,?,-13
CCOc1ccc(CCNC(=O)c2ccc(C)c(N3CCCC3=O)c2)cc1OCC,-5%,2%,3.2,-2%,-12%,1%,10%,-10%,3
COc1ccc(-c2cc(C(=O)Nc3c(C)n(C)n(-c4ccccc4)c3=O)c3ccccc3n2)cc1,-9%,-3%,0.5,1%[57.1 µM],-3%,-15%,-2%,10%,-3
COc1ccccc1NC(=O)CN1C(=O)C(C)SC(C)C1=O (stereo not drawn),-20%,7%,4.4,-1%,-5%,4%,-4%,4%,-3
NS(=O)(=O)c1ccc(CCNC(=O)CSc2ccc3ccccc3c2)cc1,-25%,-11%,-4.3,0%[57.1 µM],7%,6%,-1%,10%,-4
CCN(CC)S(=O)(=O)c1ccc(O)c(NS(=O)(=O)c2ccccc2F)c1,24µM*,-19%,-0.4,-28%,-24%,8%,-3%,nt,-19
COc1ccc(OCC(=O)Nc2cc(C)c(Cl)cc2OC)c([N+](=O)[O-])c1,1%,2%,1.4,-14%[57.1 µM],2%,13%,4%,-2%,3
Nc1nonc1-n1nnc(C(=O)N/N=C/c2ccc(OCc3ccccc3F)cc2)c1CN1CCCCC1,-4%,-4%,-0.5,-2%,0%,nt,8%,10%,0
Cc1ccc(S(=O)(=O)N2C[C@H]3N(C(=O)OC(C)C)N(C(=O)OC(C)C)C[C@H](OC(=O)NCc4ccco4)[C@@]3(O)C2)cc1,-6%,3%,0.1,4%,5%,-3%,-12%,27%,5
CC(=O)OC1c2ccccc2C(=O)N1Cc1ccccc1 (stereo not drawn),-8%,-2%,-2.2,8%,-5%,1%,-5%,-17%,-2
